Screening data (PubChem BioAssay)
HT1080 IDH1KD tx = qHTS for induction of synthetic lethality in tumor cells producing 2HG: qHTS for the HT-1080-IDH1KD cell line. HT-1080 IDH1 knockdown viability, ATP luminescence, 48 h. Potency, µM (doses to about 46.1 µM), for inactives: at the top dose activity, negative = toxicity, most hits filed as cytotoxic. actives 2% (n = 360,000);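 note: potency is the fitted concentration of half-maximal effect; 0% = DMSO wells and -100% = cell-free medium wells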
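% activity derives from luminescence (CellTiter-Glo), normalised to DMSO and no-cell wells. HT-1080-IDH1KD cells, 750/well, had 48 h compound exposure at 37 °C.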
KB-3-1 tox = qHTS assay for MDR1-selective chemotherapeutics: Primary screen using the parental adenocarcinoma cell KB-3-1; Potency, µM (titrated, usually from 46.1 µM), without a hit: at the top dose activity change, negative = cytotoxic, actives largely listed as cytotoxic; AID 1347075, 2019; KB-3-1 viability, CellTiter-Glo ATP luminescence, 72 h; actives 1.4% (n = 400,000); note: potency is the fitted concentration of half-maximal effect; % is set by controls: 0 for no effect and ±100 for the full control effect; nearly all actives have a fitted effect of over 60% in size
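Cytotoxicity measured as CellTiter-Glo luminescence after 72 h at 37 C. Compound titrations were pinned onto drug-naive KB-3-1 parental adenocarcinoma cells grown in DMEM with 10% FBS, and normalized data fitted to concentration-response curves.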
WRN inhibitor = qHTS for Inhibitors of WRN Helicase | WRN helicase unwinding, fluorescent forked duplex, kinetic | Potency, µM (top dose mostly 114 µM), without a hit: at the highest dose activity change, negative = inhibition, usual class: inhibitors | actives 0.46% (n = 360,000) | AID 651768, 2012; note: potency is the fitted concentration of half-maximal effect; % is set by controls: 0 for no effect and ±100 for the full control effect; nearly all actives have a fitted effect of over 55% in size
Target sequence (Q14191 whole entry, looked up): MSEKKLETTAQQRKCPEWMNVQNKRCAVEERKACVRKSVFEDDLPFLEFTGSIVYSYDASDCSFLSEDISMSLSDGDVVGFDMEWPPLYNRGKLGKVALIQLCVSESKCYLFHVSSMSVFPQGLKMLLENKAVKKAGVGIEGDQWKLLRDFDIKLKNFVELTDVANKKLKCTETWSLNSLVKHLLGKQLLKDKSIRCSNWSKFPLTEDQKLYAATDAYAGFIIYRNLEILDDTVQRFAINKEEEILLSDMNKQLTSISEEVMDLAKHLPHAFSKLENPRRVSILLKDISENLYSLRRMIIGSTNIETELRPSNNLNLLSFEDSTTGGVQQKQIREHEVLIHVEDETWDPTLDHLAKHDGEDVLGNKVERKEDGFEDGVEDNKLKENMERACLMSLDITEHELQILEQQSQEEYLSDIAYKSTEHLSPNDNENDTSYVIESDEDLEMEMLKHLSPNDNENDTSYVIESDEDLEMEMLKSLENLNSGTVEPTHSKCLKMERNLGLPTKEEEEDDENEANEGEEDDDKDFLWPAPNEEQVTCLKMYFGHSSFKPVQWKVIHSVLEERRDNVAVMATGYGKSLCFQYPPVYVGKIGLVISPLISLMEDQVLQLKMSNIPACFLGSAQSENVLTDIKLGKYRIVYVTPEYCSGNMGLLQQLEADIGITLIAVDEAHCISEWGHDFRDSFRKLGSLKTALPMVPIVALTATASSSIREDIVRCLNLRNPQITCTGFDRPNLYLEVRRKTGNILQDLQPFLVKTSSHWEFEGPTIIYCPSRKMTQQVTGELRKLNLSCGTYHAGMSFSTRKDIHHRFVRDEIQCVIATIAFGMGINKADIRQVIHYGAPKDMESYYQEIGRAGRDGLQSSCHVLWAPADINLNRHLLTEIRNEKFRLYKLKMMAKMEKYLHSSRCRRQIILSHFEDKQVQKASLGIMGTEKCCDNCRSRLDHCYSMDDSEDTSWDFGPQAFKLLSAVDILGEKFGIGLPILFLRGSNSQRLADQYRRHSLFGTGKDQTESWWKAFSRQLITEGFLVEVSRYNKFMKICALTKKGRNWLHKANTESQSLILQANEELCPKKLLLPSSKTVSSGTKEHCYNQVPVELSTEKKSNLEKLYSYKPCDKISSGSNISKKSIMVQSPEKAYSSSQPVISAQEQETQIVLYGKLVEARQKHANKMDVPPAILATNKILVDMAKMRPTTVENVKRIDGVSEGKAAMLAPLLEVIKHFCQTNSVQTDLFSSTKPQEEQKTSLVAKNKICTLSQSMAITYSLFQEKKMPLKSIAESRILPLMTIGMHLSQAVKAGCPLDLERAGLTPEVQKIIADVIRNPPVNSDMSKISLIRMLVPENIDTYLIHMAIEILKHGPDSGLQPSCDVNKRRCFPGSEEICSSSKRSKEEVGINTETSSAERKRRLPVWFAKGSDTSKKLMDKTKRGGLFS
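Screening of the MLSMR collection measured strand separation of a quenched forked DNA duplex (100 nM) by 20 nM WRN with 2 mM ATP, all final. Compounds were preincubated with enzyme 15 min at room temperature.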
SW480 rereplic = A quantitative high throughput screen for small molecules that induce DNA re-replication in SW480 colon adenocarcinoma cells; SW480 DNA re-replication, Hoechst DNA content imaging, 48 h; Potency, µM (doses to about 46.1 µM), for inactives: top-dose re-replication activation, most hits filed as activators; actives 1.8% (n = 340,000); AID 624297, 2012; note: potency is the fitted concentration of half-maximal effect; % of control where 0% means no effect; nearly all actives have a fitted effect of over 55% in size
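First, 250 cells per well were seeded. Next, compound or vehicle (23 nL) was pinned in, plates sat 48 hr at 37 C. Finally Hoechst was added for 40 min before fluorescence scanning.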
MCF10A rereplic = A quantitative high throughput screen for small molecules that induce DNA re-replication in MCF 10a normal breast cells; MCF 10A DNA re-replication, Hoechst nuclear intensity, 48 h; Potency, µM (titrated, usually from 46.1 µM), for inactives: at the highest dose activity, positive = re-replication, usual class: activators; actives 2.9% (n = 350,000); note: potency is the fitted concentration of half-maximal effect; % of control where 0% means no effect; nearly all actives have a fitted effect of over 50% in size
ATXN2 expr inh = Primary qHTS for Inhibitors of ATXN expression; HEK-293 ATXN2-luciferase reporter, luminescence, 24 h; Potency, µM (highest dose often 57 µM), for the others: at the top dose activity change, negative = inhibition, hits mostly inhibitors; actives 0.72% (n = 360,000); AID 1745845, 2022; note: potency is the fitted concentration of half-maximal effect; % is set by controls: 0 for no effect and ±100 for the full control effect; nearly all actives have a fitted effect of over 55% in size
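qHTS (up to 57 uM final) was run with 24 h compound exposure of reporter cells at 37 °C. Each well was multiplexed: SteadyGlo luminescence measured ATXN2-luciferase expression after a fluorogenic Gly-Phe-AFC viability readout (25 uM final).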
KB-V1 cytotox = qHTS assay for MDR1-selective chemotherapeutics: Primary screen using the drug-selected MDR subline cells KB-V1; KB-V1 MDR cells viability, CellTiter-Glo, 72 h; Potency, µM (top dose mostly 46.1 µM), without a hit: top-dose activity change, negative = cytotoxicity, actives largely listed as cytotoxic; actives 3.4% (n = 400,000); AID 1347076, 2019; note: potency is the fitted concentration of half-maximal effect; % is set by controls: 0 for no effect and ±100 for the full control effect; nearly all actives have a fitted effect of over 60% in size
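Compound-treated KB-V1 multidrug-resistant cells, 72 h, 37 degrees C; viability by CellTiter-Glo. Fitted qHTS curves give the values.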
HT1080-NT tox = qHTS for induction of synthetic lethality in tumor cells producing 2HG: qHTS for the HT-1080-NT fibrosarcoma cell line | HT-1080-NT fibrosarcoma viability, CellTiter-Glo ATP luminescence, 48 h | Potency, µM (top dose mostly 46.1 µM), without a hit: top-dose activity, negative = less viability, hits mostly cytotoxic | actives 1.6% (n = 360,000) | AID 686970, 2013;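 note: NT is the 2HG producing partner of a matched IDH1 knockdown line; potency is the fitted concentration of half-maximal effect; 0% = DMSO-treated cells and -100% = media-only wells without cells; nearly all actives have a fitted effect of over 55% in size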
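Read-out is CellTiter-Glo luminescence after 10 minutes at room temperature, following 48 hours' compound treatment of HT-1080-NT cells (750 cells/well, RPMI, 5% FBS, 37 degrees C).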
IL1B secr inh = qHTS for Inhibitors of Inflammasome Signaling: IL-1-beta AlphaLISA Primary Screen. actives 4.7% (n = 360,000). activity change, % at 57.5 µM. THP-1 LPS/ATP IL-1B secretion, AlphaLISA, 16 h; active compounds read low; in the data active = activity change below about -50%; inconclusive = mostly about -30% to -49%; note: % is set by controls: 0 for no effect and ±100 for the full control effect
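Secreted IL-1B measured by AlphaLISA bead assay after 16 h compound exposure of THP-1 cells; compounds (final up to 57.5 uM) added 1 h before LPS (250 ng/mL) and ATP (1.25 mM) stimulation; lower signal means less secretion.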
Active calls of the source: *; ? = inconclusive; nt = not tested or not shown; [ ] = another dose, or the depositor's remark. Unless noted, calls come from the whole dose curve; as a rule, active = well fitted curve in the direction sought with a large enough effect; inconclusive = small, poorly fitted or top-dose-only effect, or another doubt; inactive = no such curve, though single readings can be large; an effect the other way counts as inactive or inconclusive.

Start of the data: the first 2 compounds, ahead of the listing:
Molecule,HT1080 IDH1KD tx,KB-3-1 tox,WRN inhibitor,SW480 rereplic,MCF10A rereplic,ATXN2 expr inh,KB-V1 cytotox,HT1080-NT tox,IL1B secr inh
CN(CCC1CCOCC1)C(=O)C1CCC(=O)N(CCc2ccccc2)C1 (stereo not given),-1%,nt,-19%,2%,-5%,1%,nt,0%,8
O=c1[nH]c(/C=C/c2ccc([N+](=O)[O-])cc2)c([N+](=O)[O-])c(=O)[nH]1,5%,0%,-25%,-1%,3%,nt,7%,12%,-6

Results, from the start:
Molecule,HT1080 IDH1KD tx,KB-3-1 tox,WRN inhibitor,SW480 rereplic,MCF10A rereplic,ATXN2 expr inh,KB-V1 cytotox,HT1080-NT tox,IL1B secr inh
CN(CCC1CCOCC1)C(=O)C1CCC(=O)N(CCc2ccccc2)C1 (stereo not given),-1%,nt,-19%,2%,-5%,1%,nt,0%,8
O=c1[nH]c(/C=C/c2ccc([N+](=O)[O-])cc2)c([N+](=O)[O-])c(=O)[nH]1,5%,0%,-25%,-1%,3%,nt,7%,12%,-6
O=C(OCCOc1ccccc1Cl)c1cc(S(=O)(=O)N2CCCCC2)ccc1N1CCOCC1,-12%,?,-8%,-2%,-1%,nt,-23%,-2%,12
Cc1ccc(S(=O)(=O)Nc2ccc3c(c2)CCC3)cc1C,2%,-5%,-4%,-3%,1%,3%,?,5%,15
OC(CNC1CCCCC1)CNC1CCCCC1,-7%,1%,9%,?,0%,nt,-3%,-9%,-20
CCOC(=O)c1c(NC(=O)OC)sc(C(=O)N(C)C)c1C,8%,12%,-8%,-7%,?,1%,4%,18%,-2
O=C(O)C1CCC(Cn2c(SCc3cc(=O)n4ccccc4n3)nc3ccsc3c2=O)CC1 (stereo not given),5%,21%,8%,3%,-1%,-20%,0%,?,39
C1CN(CC23CC4CC(CC(C4)C2)C3)CCO1,-5%,-5%,0%,-3%,4%,1%,25%,3%,-1

Continuation:
Molecule,HT1080 IDH1KD tx,KB-3-1 tox,WRN inhibitor,SW480 rereplic,MCF10A rereplic,ATXN2 expr inh,KB-V1 cytotox,HT1080-NT tox,IL1B secr inh
O=C(OCCN1CCCCC1)c1ccc(O)cc1,10%,-18%,4%,-17%,-1%,21%,11%,-3%,-4
COc1ccc2nc(N3C(=O)/C(=C/c4ccccc4)NC3=S)sc2c1,6%,?,-29%,22%,?,-7%,?,11%,22
CCN(CC)C(=O)C1=C(C)N(Cc2ccc(F)cc2)C(=O)C(CC(=O)NC(c2ccccc2)c2ccccc2)C1 (stereo not given),0%,?,2%,nt,nt,-31%,?,-1%,?
CN(C)c1ccc(C(C(=O)NC2CCCC2)N(Cc2cccnc2)C(=O)c2snc(C(N)=O)c2N)cc1 (stereo not given),9%,0%,-8%,1%,10%,-2%,-9%,6%,-15
COc1ccc(CN2CCC(N3CC(C)OC(C)C3)CC2)c(OC)c1 (stereo not given),11%,-2%,-19%[57.1 µM],?,-8%,-16%,2%,-3%,-10
COc1ccc(NC(=O)C(=O)NCC(c2ccco2)N2CCc3ccccc3C2)cc1 (stereo not given),-9%,12%,-7%,?,10%,-2%,-4%,-1%,5
O=C(COc1cccc(Cl)c1)NCc1ccccc1,5%,-4%,10%,-1%,1%,4%,-5%,5%,20
OC(c1cccc(Cl)c1)c1ncc(-c2ccccc2Cl)[nH]1 (stereo not given),-14%,0%,-13%,nt,nt,1%,-3%,-22%,-12

Continuation.
Molecule,HT1080 IDH1KD tx,KB-3-1 tox,WRN inhibitor,SW480 rereplic,MCF10A rereplic,ATXN2 expr inh,KB-V1 cytotox,HT1080-NT tox,IL1B secr inh
COc1cc2oc(=O)cc(-c3ccc(-c4ccc(OC(F)(F)F)cc4)cc3)c2c(OC)c1OC,12%,0%,-8%,-60%[inhibitor],?,7%,0%,16%,63
CC(NC(=O)c1ccco1)C1COc2ccccc2O1 (stereo not given),-4%,-1%,-7%[57.1 µM],19%,22%,0%,?,-6%,10
CCC(=O)N(CCc1ccccc1C)Cc1cc2ccc(C)cc2[nH]c1=O,6%,17%,2%,-17%,2%,-45%,2%,14%,-20
CC(C)(C)c1cc(NC(=O)c2cc(F)c(F)c(F)c2F)no1,-4%,?,0%,-1%,1%,16%,-29%,-11%,35
CC(=O)c1ccc(S(=O)(=O)N2CCCC2)cc1,-12%,5%,-5%,-4%,-2%,29%,-9%,15%,0
Cc1ccc(CNC(=O)Cn2nnc(C(=O)Nc3ccc(Br)cc3)c2N)cc1,4%,9%,-3%,?,2%,-20%,?,-2%,11
COc1ccc(CC(=O)Nc2c(C(=O)N3CCN(c4ncccn4)CC3)oc3ccccc23)cc1,?,4%,3%,-27%,5%,-3%,-1%,?,-17
Cn1c(=O)n(CCOc2ccc([N+](=O)[O-])cc2)c2ccccc21,?,21%,-1%,?,-15%,4%,?,-12%,nt

(next part)
Molecule,HT1080 IDH1KD tx,KB-3-1 tox,WRN inhibitor,SW480 rereplic,MCF10A rereplic,ATXN2 expr inh,KB-V1 cytotox,HT1080-NT tox,IL1B secr inh
O=C(NC1CCCCC1)c1cc(-c2ccc(F)cc2)on1,22%,2%,2%,-4%,0%,42%[activator],-3%,14%,-21
CCOC(=O)c1c(SC)[nH]c2c(Cl)cccc2c1=O,19%,-2%,6%,-22%,-2%,-15%,6%,15%,-8
COCCCNC(=O)CC(NS(=O)(=O)c1ccc(C)cc1)c1ccc(OC)cc1 (stereo not given),-7%,1%,7%,5%,0%,2%,1%,11%,14
O=C(Oc1cccc(-n2cnnn2)c1)c1ccccc1,-22%,-1%,12%,3%,-1%,-20%,3%,1%,23
Cc1ccc(C)c(SCC(=O)NNC(=O)c2ccccc2)c1,0%,16%,-1%,-15%,2%,2%,-6%,9%,8
NC(=S)Nc1ncc(C(F)(F)F)cc1Cl,3%,2%,9%,?,3%,3%,-20%,0%,57
COC(=O)CSCC(=O)Nc1cc2c(cc1C(C)=O)OCO2,-1%,-3%,3%,-7%,-16%,1%,-10%,2%,12
O=C(Nc1nc(-c2ccc(Cl)cc2)cs1)C1CCCO1 (stereo not given),-10%,-8%,-22%,-67%[inhibitor],-3%,35%[activator],-15%,-1%,-69*

The results go on:
Molecule,HT1080 IDH1KD tx,KB-3-1 tox,WRN inhibitor,SW480 rereplic,MCF10A rereplic,ATXN2 expr inh,KB-V1 cytotox,HT1080-NT tox,IL1B secr inh
COc1cccc(C(NC(C)=O)c2nc(-c3cnc4ccccc4c3)cs2)c1 (stereo not given),4%,0%,-2%,nt,nt,-3%,-6%,8%,-2
CCOC(=O)C(Cc1ccccc1)NS(=O)(=O)c1ccc(NC(C)=O)cc1 (stereo not given),4%,-5%,2%,-8%,0%,8%,-6%,4%,21
O=C(CSc1nnc(Cc2cccs2)n1Cc1ccco1)Nc1ccc(Cl)cc1Cl,-12%,-20%,-14%,1%,12%,-11%,-25%,-8%,?
Cc1ccc(Cc2c[nH]c(=S)s2)cc1,-1%,2%,-19%,7%,?,12%,3%,-17%,1
O=C1C(Cl)=C(NCC2CCCO2)C(=O)N1c1ccccc1 (stereo not given),-6%,0%,4%,-2%,0%,-9%,29%,-3%,7
O=C(Cn1c(=O)c2c(ncn2Cc2ccccc2)n(Cc2ccccc2)c1=O)NC1CC1,-18%,0%,6%,-1%,-17%,-12%,16%,14%,35
CSc1cccc(NC(=O)CCn2c(=O)c3cccn3c3cccnc32)c1,-1%,14%,-6%,?,1%,-23%,-12%,1%,71
CN(C)c1ccc(P(=O)(COc2ccc([N+](=O)[O-])cc2)c2ccc(N(C)C)cc2)cc1,?,-4%,-2%,-145%[inhibitor],?,-20%,?,?,-11

(listing goes on)
Molecule,HT1080 IDH1KD tx,KB-3-1 tox,WRN inhibitor,SW480 rereplic,MCF10A rereplic,ATXN2 expr inh,KB-V1 cytotox,HT1080-NT tox,IL1B secr inh
CC(C)N1CCC(n2nccc2NC(=O)c2ccc3c(c2)OCO3)CC1,4%,-23%,-23%,1%,-3%,6%,13%,-2%,26
CC(OC(=O)CCCN=C1NS(=O)(=O)c2ccccc21)C(=O)N(C)c1ccccc1 (stereo not given),0%,1%,-2%,23%,8%,-10%,24%,-2%,3
CC(C)(C#CCN1CCCCC1)OCCOC(c1ccccc1)c1ccccc1,?,?,-3%,8%,?,-20%,?,?,-61*
CCOn1c(=O)c(-c2ccccc2)[n+]([O-])c2ccccc21,15%,17%,4%,0%,-5%,-2%,12%,10%,-1
COc1ccc2cc1Oc1ccc(cc1)CC1c3c(cc(OC)c4c3Oc3cc5c(cc3O4)CCNC5C2)CCN1C (stereo not given),18µM*,16µM*,86%[activator],0%,?,11µM*,?,?,-11
FC(F)(F)c1cc(NC2CCCCC2)ccn1,0%,4%,0%,?,6%,nt,-12%,-2%,16
Cc1nc2c(C(=O)NCc3ccccc3)c[nH]n2c(=O)c1Cl,15%,5%,-15%,-1%,-22%,11%,6%,0%,20
Cc1ccc(NC(=O)C2(C)CCN2C(=O)Cc2ccc(-c3ccccc3)cc2)cc1 (stereo not given),?,?,-6%,nt,nt,-23%,?,?,-1
COc1cc(NC(=O)COC(=O)CCc2nc3ccccc3c(=O)[nH]2)cc(OC)c1,16%,26%,-29%,-8%,0%,1%,27%,9%,20
O=C(COc1ccc(Cl)cc1)NCCSCc1ccccc1Cl,2%,3%,-30%[57.1 µM],-1%,?,-13%,7%,-1%,-1
